From PubChem BioAssay
VHR inh abs – VHR1 phosphatase inhibitors, primary screen, biochemical, absorbance, uHTS | AID 1654, 2009 | recombinant VHR phosphatase, pNPP absorbance | inhibition, % at 13.3 µM | 0.52% of 290,000 active; in the data active means inhibition above about 50%; further: some compounds called inactive have numbers as strong as hits
Target sequence (P51452 whole entry, looked up): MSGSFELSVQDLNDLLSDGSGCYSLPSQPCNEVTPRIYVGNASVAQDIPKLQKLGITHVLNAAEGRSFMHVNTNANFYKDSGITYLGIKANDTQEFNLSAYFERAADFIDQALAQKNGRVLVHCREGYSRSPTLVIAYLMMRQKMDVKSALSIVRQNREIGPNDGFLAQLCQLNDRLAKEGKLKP
PriA SSB inh – inhibitors of Klebsiella pneumoniae PriA binding to SSB C-terminal tail, primary screen, biochemical, AlphaScreen. 0.6% of 430,000 active. inhibition, % at 33 µM. AID 1272365, 2023. AlphaScreen SSBct-PriA binding, biotinylated peptide. PriA–SSB C-terminal tail interaction (Klebsiella pneumoniae); in the data active means inhibition mostly above about 37%, no sharp cut-off; inactive means mostly below about 20%;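 further: plate controls were negative control peptide for no effect and reference peptide for full effect; strong numbers were not always called active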
SARS 3CLpro inh – SARS-CoV 3CLpro protease inhibitors, primary screen, biochemical, quenched FRET; Replicase polyprotein 1ab (Severe acute respiratory syndrome coronavirus), P0C6X7; recombinant SARS-CoV 3CLpro, quenched FRET peptide cleavage; inhibition, % at 6 µM; 0.14% of 290,000 active; AID 1706, 2009; in the data active means inhibition above about 12%
PrPC surface inh – inhibitors of human cell surface prion protein PrPC, primary screen, cell-based, TR-FRET; Major prion protein (Homo sapiens), P04156; TR-FRET read-out; inhibition, % at 13.8 µM; 0.43% of 370,000 active; AID 720596, 2013; in the data active means inhibition above about 24%; further: 0% = median of the test wells and 100% = reference compound wells
Anthrax LF prot – Bacillus anthracis LF protease inhibitors, primary screen, biochemical, multiplex microsphere, MLPCN library; multiplex microsphere protease cleavage assay; inhibition, % at 10 µM; 0.12% of 360,000 active; AID 588501, 2011; further: plate controls were buffer without enzyme for full effect and enzyme alone for no effect
BoNT F protease – BoNT/F light chain protease inhibitors, primary screen, biochemical, flow cytometry, MLPCN library | Botulinum neurotoxin type F light chain protease (Clostridium botulinum) | Multiplex microsphere protease cleavage assay | inhibition, % at 10 µM | 0.22% of 360,000 active; in the data active means inhibition above about 35%, passing the limit was not always enough; inconclusive means no clear call, values can overlap the other calls; further: plate controls were buffer without enzyme for full effect and enzyme alone for no effect
Rv3671c inh – Rv3671c serine protease inhibitors, primary screen, biochemical, fluorescence polarization, M. tuberculosis H37Rv | 0.048% of 320,000 active | inhibition, % at 5.96 µM | P9WHR9; in the data active means inhibition above about 38%;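 further: extracellular domain of Rv3671c used as enzyme; 0% = enzyme with DMSO and 100% = no enzyme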
Target sequence (P9WHR9 whole entry, looked up, the tested form may be a part): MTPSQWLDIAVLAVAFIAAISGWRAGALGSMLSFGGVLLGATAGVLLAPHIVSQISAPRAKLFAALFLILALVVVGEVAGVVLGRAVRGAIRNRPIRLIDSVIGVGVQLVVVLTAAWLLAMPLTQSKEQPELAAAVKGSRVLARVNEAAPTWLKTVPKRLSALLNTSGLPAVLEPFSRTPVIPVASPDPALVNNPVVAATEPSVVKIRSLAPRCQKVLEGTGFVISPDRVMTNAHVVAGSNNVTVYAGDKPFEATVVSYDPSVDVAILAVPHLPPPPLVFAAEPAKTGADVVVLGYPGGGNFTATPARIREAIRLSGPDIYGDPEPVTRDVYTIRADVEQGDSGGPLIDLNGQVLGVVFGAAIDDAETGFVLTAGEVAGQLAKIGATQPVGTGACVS
CCHF vOTU inh – CCHFV vOTU protease inhibitors, primary screen, biochemical, Pep-AMC substrate, fluorescence. 0.55% of 370,000 active. Crimean-Congo hemorrhagic fever virus L polyprotein viral ovarian tumor (vOTU) protease …. inhibition, % at 11.5 µM; in the data active means inhibition above about 30%; further: 0% = vehicle wells with enzyme and 100% = no enzyme wells
MazEF act – activators of E. coli MazEF toxin-antitoxin RNase, primary screen, biochemical, fluorescence, uHTS. activation, % at 20 µM. 0.32% of 350,000 active. FAM/BHQ RNA-DNA oligo cleavage fluorescence, 5 h; in the data active means activation above about 50%
Target sequence (P0AE70 whole entry, looked up): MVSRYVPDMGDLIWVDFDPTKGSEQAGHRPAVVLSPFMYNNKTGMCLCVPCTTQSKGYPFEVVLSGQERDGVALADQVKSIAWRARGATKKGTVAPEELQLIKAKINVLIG
BoNT A protease – BoNT/A light chain protease inhibitors, primary screen, biochemical, flow cytometry, MLPCN library. Botulinum neurotoxin type A light chain protease (Clostridium botulinum A str. ATCC 3502). multiplex microsphere protease substrate cleavage. inhibition, % at 10 µM. 0.17% of 360,000 active. AID 588499, 2011; further: plate controls were buffer without enzyme for full effect and enzyme alone for no effect
Active calls of the source: *; ? = inconclusive; nt = no result given; & = joins results of further samples. Unless noted, no stated cut-off is given here; in the data, active means inhibition above about 30%; inconclusive means no clear call, values can overlap the other calls; inactive means below that. A portion of the library, so the mix of outcomes need not match the whole.

SMILES	VHR inh abs	PriA SSB inh	SARS 3CLpro inh	PrPC surface inh	Anthrax LF prot	BoNT F protease	Rv3671c inh	CCHF vOTU inh	MazEF act	BoNT A protease
COC(=O)c1c2[n+](cc3cc(OC)c(OC)cc13)CCc1cc(OC)c(OC)cc1-2	nt	17	nt	-37	6	-2	10	6	7	0.5
COc1cc(C(c2oc(CO)cc(=O)c2O)c2oc(CO)cc(=O)c2O)cc(OC)c1OC	16	-12&-7&-17	2	19	-1	-4	0	7	1	-1.0
O=C(c1cccs1)N1CCN(Cc2ccccc2)CC1	5	-5	3	-2	1	-10	-1	10	2	-1.3
C/C(=N\NC(=S)NCc1ccccc1)c1ccco1	-3	nt	1	1	6	6	1	-2	12	-0.1
Cc1sc2ncn(CC(=O)N(C)C3CCCCC3)c(=O)c2c1C	nt	-4	nt	3	-2	-8	4	0	3	-1.3
Cc1ccc(-c2ccc(/C=N\NC(=O)c3cc4c(ccc5ccccc54)o3)o2)cc1[N+](=O)[O-]	10	nt	-1	-6	-5	0	6	-7	1	0.1
COc1ccc(N(C)C(=O)c2cc3c(Cl)nc4ccccc4c3s2)cc1	9	4	0	6	-1	0	-6	1	-8	0.4
Cc1cc(C)c(NC(=O)CCc2c(C)noc2C)c(C)c1	nt	0	nt	5	-2	-6	-1	-13	5	-0.2
CCCN1CCC(=NNC(=O)CSc2cc(C)c(Br)cc2C)CC1	13	4	10	-2	0	-4	7	-2	3	0.0
CC(C)CN(C(=O)c1cccc(S(=O)(=O)N2CCCCC2)c1)C1CCS(=O)(=O)C1 (centres undefined)	-2	-1	4	3	-2	2	0	0	0	-1.1
O=C(OCC#CCSc1nnc(-c2cccc3ccccc23)o1)c1cccs1	8	-28	1	-9	-7	3	-16	-9	-5	0.3
CC(C)NC(=O)c1ccc(CN2CCC(Cc3ccccc3)CC2)cc1	-10	13	-3	0	-8	?	-2	0	7	-3.3
Cc1nnc2c(N3CCN(CCO)CC3)nc3ccccc3n12	-3	-16	-2	-10	5	25	-1	-8	3	3.5
NC(=O)c1cc(S(=O)(=O)NC2CCCCC2)co1	10	-13	0	-2	-2	-3	8	4	-10	?
COCC1CCN(C(=O)c2ccc(OC3CCN(Cc4ccccn4)CC3)cc2)C1 (centres undefined)	14	3	1	-2	-5	-8	9	-5	1	-0.9
Cc1c(NC(=O)C(C)Sc2n[nH]c(N)n2)c(=O)n(-c2ccccc2)n1C (centres undefined)	-18	-13	-3	1	-1	2	-1	2	-16	-0.2
COC(=O)c1cc(OC)c(OC)cc1NC(=O)Cn1nnc(-c2ccccc2Cl)n1	10	-6	5	-7	-2	-5	-8	17	-1	-1.6
Cc1cc(C)nc(NC2=NCC(=O)N2c2cccc(Cl)c2)n1	9	-8	-2	-3	-2	4	-4	3	0	0.0
CSc1ccc(C(=O)C2CCCN(C(=O)Cn3cnnn3)C2)cc1 (centres undefined)	6	-13	-2	2	-2	-4	-1	0	5	-1.1
COc1ccc(N(C(=O)c2snc(C(N)=O)c2N)C(C(=O)NCc2ccc(F)cc2)c2ccc(C)o2)c(OC)c1 (centres undefined)	17	-2	-2	-3	-8	3	-18	5	12	1.7
CCOC(=O)[C@H]1Nc2ccc(Cl)cc2[C@@H]2[C@H]1C1CC(c3ccccc31)N2C(=O)OCc1ccccc1 (some centres undefined)	nt	nt	nt	-4	-10	8	nt	12	nt	-0.9
CC(CC(F)(F)F)N1CCC(n2nccc2NC(=O)CCOc2ccccc2)CC1 (centres undefined)	-4	3	1	-7	5	0	-4	5	3	1.3
Cc1nc2ccccc2c(=O)n1NC(=O)c1ccccc1Cl	12	-10	-7	0	-3	-3	6	4	-2	0.0
COc1ccc(OCCCC(=O)OCC(=O)Nc2ccc(Cl)cn2)cc1	nt	-4	nt	0	2	-6	-3	-3	-4	-0.3
COc1cccc(-c2cnc(C(O)c3ccc(OC)c(F)c3)[nH]2)c1 (centres undefined)	nt	nt	nt	3	0	-3	nt	-3	nt	-0.5
Cc1cccc(C(=O)OCC(=O)Nc2nccs2)c1	20	-9	-2	-1	0	-13	1	0	-1	-0.6
c1ccc(Cn2ncc3c(N4CCN(C(c5ccccc5)c5ccccc5)CC4)ncnc32)cc1	40	-15	-3	-6	-9	?	-6	-22	-19	-6.5
COc1cccc(C(NC(=O)c2ccccc2F)NC(=O)c2ccccc2F)c1	15	0	1	-4	-20	-4	6	-15	3	-0.2
CC(=O)Nc1ccc(S(=O)(=O)Nc2ccc3nc(C)sc3c2)cc1	nt	-4	nt	12	10	5	-7	-7	-3	0.5
COCCCNC(=O)CCc1ccccc1	28	-10	1	8	-5	-1	0	7	1	-0.1

Taken from the entries so far for reference:
SMILES	VHR inh abs	PriA SSB inh	SARS 3CLpro inh	PrPC surface inh	Anthrax LF prot	BoNT F protease	Rv3671c inh	CCHF vOTU inh	MazEF act	BoNT A protease
CC(=O)Nc1ccc(S(=O)(=O)Nc2ccc3nc(C)sc3c2)cc1	nt	-4	nt	12	10	5	-7	-7	-3	0.5
COCCCNC(=O)CCc1ccccc1	28	-10	1	8	-5	-1	0	7	1	-0.1

The listing continues.
SMILES	VHR inh abs	PriA SSB inh	SARS 3CLpro inh	PrPC surface inh	Anthrax LF prot	BoNT F protease	Rv3671c inh	CCHF vOTU inh	MazEF act	BoNT A protease
CCc1ccc(C(=O)C(C)OC(=O)c2nn(C)c(=O)c3ccccc23)cc1 (centres undefined)	nt	-7	nt	6	-4	-3	-1	2	5	3.7
O=C(N(c1ccccn1)c1ccccn1)C12CC3CC(CC(Cl)(C3)C1)C2	14	9	1	6	4	-5	2	-10	-2	-0.2
Cc1c(C(=O)NCCN(C)C)n(C)c(=O)c2ccccc12	nt	nt	nt	-3	-10	-3	nt	-4	nt	-0.6
Cc1nn(C)cc1C(=O)Nc1c(C)nn(Cc2ccccc2Cl)c1C	5	-6	0	-6	-2	-5	7	-8	0	0.6
O=C(COc1ccc(Cl)cc1)NCCc1ccccn1	-1	-14	-1	7	-2	-6	-5	6	5	-0.4
O=C(CN1C(=O)NC2(CCc3ccccc32)C1=O)NCc1ccccc1Cl (centres undefined)	nt	-14	nt	-4	-2	0	1	-6	-23	0.8
COc1ccc(N(C(=O)c2cc3ccccc3oc2=O)C2C=CS(=O)(=O)C2)c(OC)c1 (centres undefined)	19	3	-4	-4	-2	2	-1	-13	-6	-0.2
COc1cccc(NC(=S)NCc2ccncc2)c1	-3	-7	-4	4	0	-8	2	0	-3	-0.8
Cc1ccc(/C(N)=N/OC(=O)CCC2CCCCC2)cc1	3	nt	3	1	-2	-5	-1	-7	-2	-1.6
O=C(CNc1cccc2ccccc12)N/N=C/c1ccc([N+](=O)[O-])cc1	30	nt	3	-12	-1	-3	-4	6	16	0.4
Cc1ncsc1CCOC(=O)c1ccc([N+](=O)[O-])cc1	28	14	4	-3	1	-2	-18	-4	0	-0.3
COc1cc(/C=N/Nc2ncnc3sc4c(c23)CCC4)ccc1O	-7	nt	4	-5	-1	-6	nt	13	16	-1.2
COc1ccc(CN2CCC(C(=O)N3CCN(c4ccccc4F)CC3)CC2)cc1OC	13	-3	-5	-5	5	-3	-1	18	-1	-0.5
CCn1ccnc1CNC(=O)CC1C(=O)NCCN1CC(c1ccccc1)c1ccccc1 (centres undefined)	35	-11	-1	8	-6	-8	9	-1	-9	-0.9
CC(C)(C)C1CCC2(CC1)C(Nc1cccc(C(F)(F)F)c1)=NC(=S)N2CC#N (centres undefined)	9	-15	6	-6	-4	1	-2	-14	2	-0.1
Cc1ccc(S(=O)(=O)c2c(C(=O)c3ccccc3)cnc3cc4c(cc23)OCCO4)cc1	-18	0	3	-6	1	8	-14	-3	0	4.9
O=C(CN1CCN(C(=O)C2CCCO2)CC1)Nc1ccc(Cl)c(Cl)c1 (centres undefined)	21	-6	0	-1	-2	2	0	8	-5	-0.2
COc1ccc(/C=C2\CCC(C3CCCC3)C2=O)cc1Cn1nc(C)cc1C (centres undefined)	-2	-6	3	3	-1	-8	-6	0	0	-0.7
COc1cc2c(cc1OC)CN(C(=O)c1ccc3[nH]c(C)c(C)c3c1)CC2	1	20	-1	7	-4	-2	-4	5	4	-0.8
CCc1ccc(N2CC(C(=O)NCCC3=CCCCC3)CC2=O)cc1 (centres undefined)	2	-15	-4	-7	-5	-6	6	11	2	-0.2
O=C(CN1CCC(NC(=O)c2cccc(F)c2)CC1)Nc1ccc(Br)cc1	-1	-3	7	10	-9	7	nt	2	-5	-4.5
COc1ccc(OC)c(S(=O)(=O)NCC(=O)NC2CCCc3ccccc32)c1 (centres undefined)	nt	-2	nt	0	0	10	nt	1	-3	2.6

5 compounds from above, ordered by formula weight, smallest number first.
SMILES	VHR inh abs	PriA SSB inh	SARS 3CLpro inh	PrPC surface inh	Anthrax LF prot	BoNT F protease	Rv3671c inh	CCHF vOTU inh	MazEF act	BoNT A protease
Cc1nc2ccccc2c(=O)n1NC(=O)c1ccccc1Cl	12	-10	-7	0	-3	-3	6	4	-2	0.0
Cc1cc(C)nc(NC2=NCC(=O)N2c2cccc(Cl)c2)n1	9	-8	-2	-3	-2	4	-4	3	0	0.0
CC(C)(C)C1CCC2(CC1)C(Nc1cccc(C(F)(F)F)c1)=NC(=S)N2CC#N (centres undefined)	9	-15	6	-6	-4	1	-2	-14	2	-0.1
CC(CC(F)(F)F)N1CCC(n2nccc2NC(=O)CCOc2ccccc2)CC1 (centres undefined)	-4	3	1	-7	5	0	-4	5	3	1.3
CCOC(=O)[C@H]1Nc2ccc(Cl)cc2[C@@H]2[C@H]1C1CC(c3ccccc31)N2C(=O)OCc1ccccc1 (some centres undefined)	nt	nt	nt	-4	-10	8	nt	12	nt	-0.9

Compound profiles (already shown). Order of values: VHR inh abs | PriA SSB inh | SARS 3CLpro inh | PrPC surface inh | Anthrax LF prot | BoNT F protease | Rv3671c inh | CCHF vOTU inh | MazEF act | BoNT A protease
Cc1ccc(S(=O)(=O)c2c(C(=O)c3ccccc3)cnc3cc4c(cc23)OCCO4)cc1 in the list: -18 | 0 | 3 | -6 | 1 | 8 | -14 | -3 | 0 | 4.9
O=C(CN1CCC(NC(=O)c2cccc(F)c2)CC1)Nc1ccc(Br)cc1 in the list: -1 | -3 | 7 | 10 | -9 | 7 | nt | 2 | -5 | -4.5
COc1cc2c(cc1OC)CN(C(=O)c1ccc3[nH]c(C)c(C)c3c1)CC2 in the list: 1 | 20 | -1 | 7 | -4 | -2 | -4 | 5 | 4 | -0.8
COc1ccc(OC)c(S(=O)(=O)NCC(=O)NC2CCCc3ccccc32)c1 (centres undefined) in the list: nt | -2 | nt | 0 | 0 | 10 | nt | 1 | -3 | 2.6
O=C(CN1CCN(C(=O)C2CCCO2)CC1)Nc1ccc(Cl)c(Cl)c1 (centres undefined) in the list: 21 | -6 | 0 | -1 | -2 | 2 | 0 | 8 | -5 | -0.2
